Compound activity from PubChem.
Vif-A3G inh: blocks the Vif interaction with human APOBEC3G. Q9HC16. HeLa A3G-eYFP + Vif (tagged APOBEC3G with the HIV-1 protein that degrades it), YFP fluorescence, overnight. Potency, µM (doses to about 46.1 µM), for inactives: at the highest dose activity, negative = active, most hits filed as inhibitors. hit rate 0.076% among 410,000. AID 602310;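 note: potency is the fitted concentration of half-maximal effect; % is set by controls: 0 for no effect and ±100 for the full control effect; nearly all actives have a fitted effect of over 60% in size; hits raise eYFP signal because A3G escapes Vif-driven loss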
Target sequence (Q9HC16 whole entry, looked up): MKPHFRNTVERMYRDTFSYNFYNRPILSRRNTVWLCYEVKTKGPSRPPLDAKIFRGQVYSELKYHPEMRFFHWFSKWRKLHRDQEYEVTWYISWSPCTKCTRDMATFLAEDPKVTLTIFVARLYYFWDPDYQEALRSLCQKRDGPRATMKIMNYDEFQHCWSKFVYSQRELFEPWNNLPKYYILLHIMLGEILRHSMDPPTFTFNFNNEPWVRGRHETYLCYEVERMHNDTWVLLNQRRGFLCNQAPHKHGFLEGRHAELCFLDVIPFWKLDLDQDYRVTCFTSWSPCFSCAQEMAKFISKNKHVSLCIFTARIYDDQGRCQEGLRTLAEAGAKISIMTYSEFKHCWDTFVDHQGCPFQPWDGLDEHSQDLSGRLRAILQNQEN
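HeLa cells stably expressing Vif and C-terminally eYFP-tagged A3G, seeded overnight at 37 deg C, then exposed to compound by pintool overnight at 37 deg C. Rise in yellow fluorescence (Ex 488/Em 500-530, Acumen) marks blocked Vif-driven A3G degradation.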
IDH1 R132H inh: inhibitors of human mutant IDH1 R132H. hit rate 0.093% among 390,000. O75874. Potency, µM (doses to about 76.6 µM), for inactives: top-dose activity change, negative = inhibition, actives largely listed as inhibitors. IDH1-R132H enzyme, NADPH consumption, diaphorase/resazurin fluorescence; note: potency is the fitted concentration of half-maximal effect; % is set by controls: 0 for no effect and ±100 for the full control effect; nearly all actives have a fitted effect of over 65% in size
Target sequence (O75874 whole entry R132H, stated change not applied): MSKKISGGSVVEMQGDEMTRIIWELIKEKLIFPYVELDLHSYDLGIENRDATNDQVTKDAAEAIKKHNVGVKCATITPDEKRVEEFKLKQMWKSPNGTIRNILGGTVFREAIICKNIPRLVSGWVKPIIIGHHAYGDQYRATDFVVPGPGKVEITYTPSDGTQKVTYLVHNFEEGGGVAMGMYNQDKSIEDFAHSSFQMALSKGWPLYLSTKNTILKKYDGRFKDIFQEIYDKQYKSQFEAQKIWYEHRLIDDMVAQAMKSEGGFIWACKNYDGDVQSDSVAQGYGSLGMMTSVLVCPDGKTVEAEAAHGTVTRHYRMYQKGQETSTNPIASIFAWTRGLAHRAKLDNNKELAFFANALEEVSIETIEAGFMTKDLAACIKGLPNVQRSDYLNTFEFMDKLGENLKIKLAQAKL
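IDH1-R132H (0.5 ug/mL dispensed) in pH 7.5 Tris buffer was preincubated 30 min with compound, then given a substrate mix of 0.016 mM NADPH and 2 mM alpha-KG for 80 min at room temperature; remaining NADPH was read by diaphorase/resazurin fluorescence.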
USP1-UAF1 inh: blocks the human USP1/UAF1 deubiquitinase complex; Potency, µM (titrated, usually from 57.1 µM), without a hit: top-dose activity change, negative = inhibition, actives largely listed as inhibitors; O94782; recombinant USP1/UAF1, Ub-Rhodamine cleavage fluorescence; hit rate 0.23% among 390,000; note: potency is the fitted concentration of half-maximal effect; % is set by controls: 0 for no effect and ±100 for the full control effect; nearly all actives have a fitted effect of over 60% in size; inactives centre near -12
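Step one: compound is pinned into 1nM USP1/UAF1 in HEPES pH 7.8 buffer with TCEP. Step two: 15 min room-temperature incubation. Step three: Ub-Rho (150nM final) starts cleavage, tracked by fluorescence over six one-minute reads.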
GRP78 ERSR act: induces the endoplasmic reticulum stress response in human glioma cells | hit rate 0.02% among 420,000 | Potency, µM, without a hit: top-dose activation, usual class: activators | U87-MG GRP78 promoter luciferase reporter, 16 h; note: potency is the fitted concentration of half-maximal effect; series mostly up to about 76 µM; % of control where 0% means no effect; nearly all actives have a fitted effect of over 35% in size
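ERSR induction read as luciferase luminescence (Bright-Glo, 10 min at room temperature) in stably transfected human U87-MG glioma cells exposed to compounds for 16 h, using GRP78 as sensor.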
LDHA inh: inhibitors of human lactate dehydrogenase A | hit rate 0.15% among 480,000 | purified LDHA, NADH/diaphorase-resazurin fluorescence; active compounds read low | activity change, % (values are at about 110 or 230 µM) | P00338; in the data active = activity change below about -30%; inconclusive = mostly about -25% to -30%;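 note: plate controls were DMSO wells for no effect and wells without enzyme for full effect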
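Human LDH5 (2 nM) was incubated with 0.06 mM NADH and 0.2 mM pyruvate for 5 min at room temperature in Tris pH 7.4. Remaining NADH was coupled through diaphorase/resazurin, and resorufin fluorescence was read at 0 and 20 min.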
TrxR1 inh: blocks rat thioredoxin reductase 1. recombinant rTrxR1, NADPH fluorescence consumption, selenite substrate. hit rate 1% among 390,000. O89049. Potency, µM (highest dose often 114 µM), for inactives: top-dose activity change, negative = inhibition, usual class: inhibitors; note: potency is the fitted concentration of half-maximal effect; % is set by controls: 0 for no effect and ±100 for the full control effect; nearly all actives have a fitted effect of over 65% in size
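Rat TrxR1 (90 nM in the dispensed reagent) was pre-reduced with 400 uM NADPH for 5 min at room temperature, then incubated with compound for 15 min. After 400 uM selenite was added, NADPH fluorescence (Ex 340/Em 450 nm) was followed for 8 min.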
Vif-APOBEC3F blk: blocks the Vif interaction with APOBEC3F | HeLa A3F-eYFP + Vif (tagged APOBEC3F with the HIV-1 protein that degrades it), YFP fluorescence increase | Potency, µM (top dose mostly 46.1 µM), for inactives: top-dose activity, negative = active | hit rate 0.2% among 390,000 | AID 602313; note: potency is the fitted concentration of half-maximal effect; % of control where 0% means no effect; nearly all actives have a fitted effect of over 65% in size
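HeLa cells stably expressing Vif plus C-terminally eYFP-tagged A3F were seeded, incubated overnight at 37 deg C, dosed with compound, incubated overnight again at 37 deg C. Yellow fluorescence (Ex 488/Em 500-530) reported blocked Vif-mediated A3F-eYFP degradation.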
TrxR1 substrate: rat thioredoxin reductase 1 substrate activity; O89049; purified TrxR1 substrate turnover, NADPH consumption readout; Potency, µM (highest dose often 114 µM), for inactives: at the highest dose activity change, negative = substrate turnover; hit rate 0.01% among 390,000; note: potency is the fitted concentration of half-maximal effect; % is set by controls: 0 for no effect and ±100 for the full control effect; nearly all actives have a fitted effect of over 50% in size
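Rat TrxR1, dispensed at 90 nM, was prereduced with 400 uM NADPH (final) for 5 min at ~22 deg C, then incubated with compound 15 min before 400 uM selenite. A first-read NADPH fluorescence drop versus no-compound background flagged substrates.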
RGS4 inh: blocks human RGS4-accelerated GTP hydrolysis. hit rate 0.039% among 390,000. Transcreener GDP fluorescence polarization, RGS4-accelerated GTP hydrolysis. AID 504845. Potency, µM (highest dose often 114 µM), for the others: at the highest dose activity change, negative = inhibition, actives largely listed as inhibitors; note: potency is the fitted concentration of half-maximal effect; % is set by controls: 0 for no effect and ±100 for the full control effect; nearly all actives have a fitted effect of over 75% in size; some results filed as inactive show a strong effect at the top dose
Target sequence (P49798 whole entry, looked up): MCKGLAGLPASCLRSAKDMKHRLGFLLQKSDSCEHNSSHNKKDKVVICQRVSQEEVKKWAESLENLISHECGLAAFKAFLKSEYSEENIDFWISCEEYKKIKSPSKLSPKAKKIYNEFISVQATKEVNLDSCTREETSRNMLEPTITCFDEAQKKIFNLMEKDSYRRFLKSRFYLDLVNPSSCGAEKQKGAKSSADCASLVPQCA
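MLSMR compounds (23 nl, pin-transferred) preincubated 10 min at room temperature with a 500nM (2x) first reagent, then RGS4 at 900nM (2x) plus Transcreener GDP mix added; fluorescence polarization (620/688 nm) read before and after 90 min at 30 °C.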
Numbers without * were called inactive; ? = inconclusive; . = not tested or not shown; [ ] = remark or other dose. Unless noted, calls come from the whole dose curve; as a rule, active = well fitted curve in the direction sought with a large enough effect; inconclusive = small, poorly fitted or top-dose-only effect, or another doubt; inactive = no such curve, though single readings can be large; an effect the other way counts as inactive or inconclusive. Some of the compounds tested (hit frequency here may not be typical).

mol,Vif-A3G inh,IDH1 R132H inh,USP1-UAF1 inh,GRP78 ERSR act,LDHA inh,TrxR1 inh,Vif-APOBEC3F blk,TrxR1 substrate,RGS4 inh
CCOc1ncccc1C(=O)NCC(c1ccccc1)N(C)C (stereo unspecified),2%,-1%,-17%,-6%,-4,26%,1%,4%,-5%
CC(C)CNC(CC(=O)Nc1cccc([N+](=O)[O-])c1)C(=O)O (stereo unspecified),-1%,0%,-13%,-2%,-4,2%,-13%,0%,2%
CC(C)C(=O)Nc1cccc(NC(=O)c2cc3ccccc3o2)c1,-9%,14%,-4%,1%,-8,30%[57.1 µM],4%,1%[57.1 µM],0%
CN(C(=O)COC(=O)CNC(=O)C1CCCCC1)c1ccccc1,-2%,1%,-12%,-1%,-4,21%,0%,2%,-18%
O=C1C2CC=C(Cl)CC2C(=O)N1CN(Cc1ccco1)CN1C(=O)C2CC=C(Cl)CC2C1=O (stereo unspecified),-1%,7%,-22%,0%,3,16%[57.1 µM],-13%,7%,-20%
O=C(Nc1ccc(S(=O)(=O)NCCc2ccccc2)cc1)c1ccc(Br)o1,-4%,9%,-7%,-3%,-8,10%,-14%,-5%,19%
COc1ccc(CNC(=S)Nc2ccccc2C)cc1,2%,-2%,-18%,0%,-7,11%[57.1 µM],-4%,-1%[57.1 µM],-7%[11.4 µM]
Cc1nc2sc(-c3ccccc3)cc2c(=O)n1/N=C/N(C)C,1%,0%,-10%,0%,-2,9%,-9%,0%,-17%
C/C(=C\C(=O)c1ccc(Br)cc1)NCc1ccc2c(c1)OCO2,8%,2%,-7%,1%,-1,-2%[11.4 µM],10%,-5%[11.4 µM],13%
CN(C)c1cc(-c2ccc(Cl)c(Cl)c2)oc(=O)c1Cl,-5%,3%,5%,-6%,-3,-35%,0%,-3%,5%
COc1ccc(OC)c(CN2CCN(C(=O)c3cccc(S(=O)(=O)Nc4ccc(F)cc4)c3)CC2)c1,-1%,3%,-8%,-2%,-1,-10%,0%,-7%,15%
CN1CCCN(Cc2ccccc2Br)CC1,-2%,3%,-26%,-4%,-20,9%[57.1 µM],-10%,-3%,-13%
CCOc1ccc(NC(=O)CN(C)C(=O)CCNC(=O)c2ccco2)cc1OCC,-1%,1%,-5%,-5%,-4,2%,-14%,-1%,-2%
CCc1nnc(NC(=O)c2ccc(-c3cc(C(F)(F)F)ccc3Cl)o2)s1,0%,5%,-15%,-2%,-2,21%,3%,10%,4%
CNC(=O)c1ccc2nc(Cc3ccccc3)oc2c1,-3%,14%,-9%,-2%,4,15%[57.1 µM],3%,-4%[57.1 µM],25%
CCOc1ccc(NC(=O)CSc2nnc(-c3ccccc3Cl)n2Cc2ccco2)cc1,-6%,-12%,-9%,0%,-2,6%[57.1 µM],11%,5%,9%
Cn1c(=O)c2c(-c3ccccc3Cl)n(-c3cc(Cl)ccc3O)cc2n(C)c1=O,-4%,7%,3%,-5%,5,-17%,9%,20%,6%
COc1ccccc1NS(=O)(=O)c1ccc(O)c(C(N)=O)c1,-1%,-6%,-16%,-2%,-3,19%[57.1 µM],5%,12%[57.1 µM],3%[11.4 µM]
Cc1ccc(NC(=O)CN2C(=O)c3ccccc3C2=O)c(C)c1,1%,-24%,-11%,-3%,-6,-2%,10%,-1%,-4%
Cc1cc(SCc2ccc(Br)cc2)nc(=O)[nH]1,-10%,8%,-21%,2%,-1,20%,3%,16%,-4%
CC(=O)Nc1cccc(NC(=O)CSc2ccc(-c3sc(-c4ccccc4)nc3C)nn2)c1,?,0%,-8%,1%,4,8%,9%,9%,-38%
Cc1[nH]c(=O)c(C#N)cc1-c1csc(-c2ccccc2)n1,-2%,-2%,-20%,-5%,0,12%,4%,1%,-7%
CCOc1ccccc1OCCCC(=O)Nc1cccc(-n2cnnn2)c1C,2%,11%,-15%,-4%,-1,21%,1%,0%,1%
CCOC(=O)c1ccc(Nc2nc(C)cc(=O)[nH]2)cc1,-2%,9%,-6%,-5%,-7,3%,-2%,4%,-2%
Cn1c(=O)c2c(nc(SCC(=O)Nc3ccccc3N3CCCCC3)n2C)n(C)c1=O,-1%,1%,-2%,-3%,-3,11%,4%,2%,14%
CC(=O)Nc1ccc(Nc2nc(-c3c(C)nc4ccccn34)cs2)cc1,?,4%,-21%,-15%,2,24%,-21%,3%,?
CN1CCN(CC(=O)c2ccccc2F)CC1,4%,3%,1%,-8%,-19,?,15%,9%[57.1 µM],-2%
COc1cc2c(cc1C1NC(=S)NC(C)=C1C(=O)N(C)C)CCCC2 (stereo unspecified),2%,-4%,-7%,-5%,-1,-1%,11%,0%,-14%
COc1ccc(S(=O)(=O)N=Nc2c(O)[nH]c3ccccc23)cc1,0%,52µM*,-22%,-4%,-4,-17%,-3%,-8%,-44%
COc1ccc(-c2cc(=O)oc3cc(OCC(=O)N[C@@H](Cc4c[nH]c5ccccc45)C(=O)O)ccc23)cc1,-1%,-14%,-32%,-2%,-1,0%,-7%,-4%,-16%

The final two entries of the part above lead into the next.
mol,Vif-A3G inh,IDH1 R132H inh,USP1-UAF1 inh,GRP78 ERSR act,LDHA inh,TrxR1 inh,Vif-APOBEC3F blk,TrxR1 substrate,RGS4 inh
COc1ccc(S(=O)(=O)N=Nc2c(O)[nH]c3ccccc23)cc1,0%,52µM*,-22%,-4%,-4,-17%,-3%,-8%,-44%
COc1ccc(-c2cc(=O)oc3cc(OCC(=O)N[C@@H](Cc4c[nH]c5ccccc45)C(=O)O)ccc23)cc1,-1%,-14%,-32%,-2%,-1,0%,-7%,-4%,-16%
Cc1nc2scc(-c3ccc(Cl)cc3)c2c(=O)o1,-1%,-6%,-8%,-4%,-4,10%,-5%,8%,4%
Cc1cn([C@H]2C[C@H](O)[C@@H](CNC(=O)[C@H](N)Cc3cscn3)O2)c(=O)[nH]c1=O,0%,14%,-27%,-4%,2,.,4%,.,.
O=C(CCl)Nc1cccc(S(=O)(=O)NC2=NCCCCC2)c1,?,-10%,-3%,18%,4,18µM*,5%,-5%,0%
COc1cccc(C(=O)Oc2cc(N)n(S(=O)(=O)c3ccc(C)cc3)n2)c1OC,-8%,-1%,-16%,-10%,-2,-9%[57.1 µM],-1%,1%[57.1 µM],-18%
O=C(N/N=C/c1ccc(F)cc1)c1ccncc1,4%,3%,-18%,-4%,-2,-2%[57.1 µM],-1%,-9%,0%
Cc1cccc(C)c1NC(=O)Cn1c(=O)n(CCC(=O)NCc2ccccc2Cl)c(=O)c2sccc21,.,.,-25%,.,-6,7%,.,0%,-23%
CC(C(=O)NCC1CCCO1)c1ccc([N+](=O)[O-])cc1 (stereo unspecified),-3%,-4%,-9%,1%,-4,7%,13%,1%,12%
COc1ccccc1Cn1cc(C(=O)c2ccc(C)cc2)c(=O)c2cc3c(cc21)OCCO3,-3%,-3%,-16%,0%,-14,14%,4%,-7%,-18%
COc1ccccc1-n1cc(CN2CCN(C3CCCC3)C(CCO)C2)cn1 (stereo unspecified),3%,-1%,-23%,4%,-6,26%,1%,5%,1%
COc1ccccc1N1CCN(C(=O)CN(CCc2ccccc2)S(C)(=O)=O)CC1,0%,4%,-10%,-1%,-2,-15%,-3%,9%,-12%
CCOC(=O)c1c(-c2ccc(OC)cc2)csc1NC(=O)CCN1C(=O)c2ccccc2C1=O,0%,3%,-3%,0%,0,-29%[57.1 µM],-7%,-2%[57.1 µM],?
CC1CN(C(=O)c2cc(COc3c(F)cccc3F)on2)CCN1C (stereo unspecified),-2%,-3%,1%,-2%,3,2%,-11%,0%,-34%
O=C(NCc1ccc(Cl)cc1)C(=O)NCC(c1ccco1)N1CCOCC1 (stereo unspecified),1%,9%,-17%,-1%,-1,6%,-7%,-1%,-31%
N#CC1=C2SCN(Cc3ccccc3)CN2C(=O)CC1c1ccccc1F (stereo unspecified),0%,9%,-9%,-3%,11,?,-6%,7%[57.1 µM],?
Cc1cc(O)c(C(c2cccc(F)c2)N2CCN(c3ccccc3)CC2)c(=O)n1Cc1ccco1 (stereo unspecified),-1%,-10%,?,-3%,0,?,6%,-2%[57.1 µM],-4%
COC(=O)c1c(NC(=O)c2ccc(Br)o2)sc(C)c1C,-1%,0%,8%,0%,-2,15%,1%,7%,-11%
